# aSyn UTR inh: MLPCN primary screen, SNCA 5' untranslated region. inhibition, % (tested at 7.5 µM). alpha-synuclein 5'UTR reporter, inhibitor activity. 300,000 tested, 0.82% active; in the data active = inhibition above about 60%;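 note: H4 neuroglioblastoma cells stably carrying SNCA 5'UTR luciferase fusion; 0% = DMSO wells and 100% = positive control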
# SKKanGAS inh: blocks kanamycin growth of S. pyogenes SKKanGAS strain. BacTiter-Glo, 6 h. inhibition, % at 7.5 µM. 300,000 tested, 1.3% active;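 active = mean replicate score, as percent of positive control median, at least 50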;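 note: strain carries kanamycin resistance gene driven by streptokinase promoter and grows in 40 µg/ml kanamycin; loss of luminescence reflects streptokinase promoter inhibition or plain growth inhibition; 0% = median of DMSO wells and 100% = positive control at its reference dose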
# HIF activator: HIF pathway transcriptional activation; U2OS HRE-luciferase reporter, luminescence; normalized: DMSO 0%, desferrioxamine 100%; activation, % at 7.5 µM (by protocol); 300,000 tested, 0.32% active; AID 1910;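 active = mean activation of at least 10% of the iron chelator positive control signal, with at least half of replicates also reaching 10%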
# TRPC4 inh: blocks the mouse TRPC4 cation channel; B-score at 10 µM; 300,000 tested, 0.39% active; AID 2247; HEK293 TRPC4beta/mu-opioid, DAMGO-evoked Fluo4 calcium flux; hits give low values;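 active = B-score over 3 SD under the library average, no early fluorescence shift, positive overall ratio signal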
#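 material = TRPC4beta/mu-opioid receptor HEK293 cell line | probe or stimulus = sequential submaximal and maximal DAMGO stimulation | compound dosing = one concentration per compound | measured by = Fluo4 Ca2+ flux fluorescence | evaluation = integrated fluorescence ratio relative to baseline, converted to per-well B score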
# KLF5 inh: suppresses KLF5 promoter-driven expression. AID 1700. inhibition, % at 5 µM. 290,000 tested, 0.23% active. DLD-1 KLF5 promoter-luciferase reporter, luminescence;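 active = inhibition above a per-plate limit of that plate's mean compound inhibition plus 3 SD, cut at about 60% in these data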;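 note: 0% = DMSO wells and 100% = LY294002 at 200 µM; higher means less KLF5 promoter-driven luciferase light; inactives centre near -14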
# MrgX1 antag: antagonists of human MrgX1 receptor. Q96LB2. MRGX1-HEK293 calcium flux, Fluo-4, BAM8-22 antagonism; hits give low values. B-score at 10 µM. 310,000 tested, 1.3% active;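 active = calcium-response B-score plate-corrected more than 3 library SD below zero, starting fluorescence within 5 deviations, no agonist response on first addition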;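 note: peak minus trough fluorescence over baseline after final BAM8-22 challenge near maximal dose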
# IEC-6 cytotox: kills IEC-6 intestinal cells in KLF5 counter-screen | IEC-6 cytotoxicity, luminescence viability | inhibition, % at 5 µM | 290,000 tested, 0.78% active; in the data active = inhibition above about 22%;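 note: 0% = plate median of test compound wells and 100% = cytotoxic reference compound wells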
# TRPC4 potent: TRPC4 (mouse) allosteric potentiation; Q9QUQ5; HEK293 TRPC4beta/mu-opioid, DAMGO EC20, Fluo-4 Ca2+ flux; hits give high values; B-score at 10 µM; 310,000 tested, 0.42% active; AID 2227;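 active = B-score of calcium response area above 5 SD of library B-scores, with initial fluorescence ratio within 5 SD of library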;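 note: B-score of integrated fluorescence ratio over time as area under calcium response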
# TRPC4 agonist: activators of mouse TRPC4 channel. HEK293 TRPC4beta/mu-opioid, Fluo4 calcium fluorescence; hits give high values. B-score at 10 µM. 310,000 tested, 0.49% active. AID 2237;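 active = B-score above 5 SD of library B-scores, and initial fluorescence ratio not above library mean plus 5 SD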;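 note: positive B-score marks a calcium rise read as TRPC4 activation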
#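 Assay system – TRPC4beta and mu-opioid receptor HEK293 stable cells · Measured by – Fluo4 fluorescence, kinetic · Schedule – dye loading 45 min room temperature, 110 s kinetic read · Read-out – B-scored integrated calcium fluorescence ratio · Controls – buffer and maximal DAMGO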
# TRPC6 activator: activates the mouse TRPC6 cation channel; 310,000 tested, 0.13% active; AID 2550; HEK293-TRPC6 membrane potential dye fluorescence; hits give high values; Q61143; B-score at 10 µM;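 active = B-score of the integrated fluorescence ratio above library mean plus 3 SD, and starting fluorescence ratio within library mean plus 5 SD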;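 note: higher score means more depolarization so channel activation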
# Target sequence (Q61143 whole entry, looked up): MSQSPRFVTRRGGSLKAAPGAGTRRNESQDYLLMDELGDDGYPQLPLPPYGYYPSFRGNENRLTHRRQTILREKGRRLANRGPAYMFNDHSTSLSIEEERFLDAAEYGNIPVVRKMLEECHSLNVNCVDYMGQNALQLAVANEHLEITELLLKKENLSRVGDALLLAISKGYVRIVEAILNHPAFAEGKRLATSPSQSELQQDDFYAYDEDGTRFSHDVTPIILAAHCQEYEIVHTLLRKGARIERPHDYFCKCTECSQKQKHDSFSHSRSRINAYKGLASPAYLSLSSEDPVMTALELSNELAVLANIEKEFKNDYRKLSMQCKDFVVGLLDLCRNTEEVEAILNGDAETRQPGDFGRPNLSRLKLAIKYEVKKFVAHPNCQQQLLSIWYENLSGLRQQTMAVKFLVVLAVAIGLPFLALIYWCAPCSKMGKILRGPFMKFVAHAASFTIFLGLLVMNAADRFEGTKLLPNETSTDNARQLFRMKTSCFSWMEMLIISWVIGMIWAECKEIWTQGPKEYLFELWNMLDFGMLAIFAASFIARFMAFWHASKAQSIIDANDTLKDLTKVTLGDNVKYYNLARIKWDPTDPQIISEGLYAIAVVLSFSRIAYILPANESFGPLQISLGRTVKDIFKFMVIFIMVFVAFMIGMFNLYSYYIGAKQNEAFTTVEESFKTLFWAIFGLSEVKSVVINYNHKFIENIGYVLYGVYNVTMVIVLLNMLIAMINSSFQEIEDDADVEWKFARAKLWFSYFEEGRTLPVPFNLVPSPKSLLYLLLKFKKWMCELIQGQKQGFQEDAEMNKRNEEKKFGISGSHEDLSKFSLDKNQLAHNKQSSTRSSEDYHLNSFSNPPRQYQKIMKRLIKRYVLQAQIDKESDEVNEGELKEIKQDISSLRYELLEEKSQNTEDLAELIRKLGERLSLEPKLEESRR
# TRPC6 inh: blocks the mouse TRPC6 cation channel; Q61143; HEK293-TRPC6, membrane potential dye, ACh-evoked depolarization; hits give low values; B-score at 10 µM; 310,000 tested, 1.1% active;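 active = B-score under library mean minus 3 SD, initial fluorescence not abnormally high, positive integrated signal ratio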;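 note: B-score derived from integrated fluorescence ratio over the kinetic read; more negative B-score means stronger inhibition of depolarization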
# Starred values were filed as active, the others as inactive; i = inactive; . = not tested or not shown.
# The first 11 records (preview)
SMILES,aSyn UTR inh,SKKanGAS inh,HIF activator,TRPC4 inh,KLF5 inh,MrgX1 antag,IEC-6 cytotox,TRPC4 potent,TRPC4 agonist,TRPC6 activator,TRPC6 inh
CCCc1nc2c([nH]1)C(c1cccnc1)C(C#N)=C(N)O2 (stereo unspecified),4,-1,0.2,i,-8,i,2,i,i,i,i
COc1cc(/C=N/NC(=O)c2cnccn2)ccc1O,11,5,0.2,i,-8,i,-5,i,i,i,i
CC(C)(C)c1nn(-c2ccccc2)c2nc(Cl)c(C=O)cc12,24,-6,-0.2,i,-14,i,5,i,i,i,i
Cc1cc(C(=O)CCC(=O)N(C)CC(=O)Nc2ccccc2Br)c(C)s1,1,-2,0.0,i,.,i,.,i,i,i,i
COc1cc(/C=C2/SC(=Nc3ccc(O)cc3)NC2=O)ccc1O,-23,45,2.0,i,36,-5*,13,i,i,i,i
CCOc1ccc(/C=N/Nc2nncc(-c3ccccc3)n2)cc1OC,-27,-31,0.2,i,5,i,4,i,i,i,i
Cc1cc(C(=O)CSc2nc3ccc(Cl)cc3[nH]2)c(C)n1C,-22,9,1.0,i,-22,i,0,i,i,i,i
COc1ccccc1NC(=O)CSc1nc(N)c(-c2ccccc2)c(=O)[nH]1,21,.,0.7,i,-18,i,-10,i,i,i,i
N#C/C(=C\c1ccc(-c2nc3ccccc3s2)o1)C(N)=O,-71,0,1.3,i,-55,i,-6,i,i,i,i
Cc1ccc(NC(=O)N/C=C/c2ccccc2)cc1,-92,6,0.7,i,-180,i,-2,i,i,i,i
COc1cc2c(cc1OC)[C@H](C)N(C(=S)Nc1ccc(F)cc1)CC2,0,-2,-0.3,i,5,i,-2,i,i,i,i

# Results (from the top)
SMILES,aSyn UTR inh,SKKanGAS inh,HIF activator,TRPC4 inh,KLF5 inh,MrgX1 antag,IEC-6 cytotox,TRPC4 potent,TRPC4 agonist,TRPC6 activator,TRPC6 inh
CCCc1nc2c([nH]1)C(c1cccnc1)C(C#N)=C(N)O2 (stereo unspecified),4,-1,0.2,i,-8,i,2,i,i,i,i
COc1cc(/C=N/NC(=O)c2cnccn2)ccc1O,11,5,0.2,i,-8,i,-5,i,i,i,i
CC(C)(C)c1nn(-c2ccccc2)c2nc(Cl)c(C=O)cc12,24,-6,-0.2,i,-14,i,5,i,i,i,i
Cc1cc(C(=O)CCC(=O)N(C)CC(=O)Nc2ccccc2Br)c(C)s1,1,-2,0.0,i,.,i,.,i,i,i,i
COc1cc(/C=C2/SC(=Nc3ccc(O)cc3)NC2=O)ccc1O,-23,45,2.0,i,36,-5*,13,i,i,i,i
CCOc1ccc(/C=N/Nc2nncc(-c3ccccc3)n2)cc1OC,-27,-31,0.2,i,5,i,4,i,i,i,i
Cc1cc(C(=O)CSc2nc3ccc(Cl)cc3[nH]2)c(C)n1C,-22,9,1.0,i,-22,i,0,i,i,i,i
COc1ccccc1NC(=O)CSc1nc(N)c(-c2ccccc2)c(=O)[nH]1,21,.,0.7,i,-18,i,-10,i,i,i,i
N#C/C(=C\c1ccc(-c2nc3ccccc3s2)o1)C(N)=O,-71,0,1.3,i,-55,i,-6,i,i,i,i
Cc1ccc(NC(=O)N/C=C/c2ccccc2)cc1,-92,6,0.7,i,-180,i,-2,i,i,i,i
COc1cc2c(cc1OC)[C@H](C)N(C(=S)Nc1ccc(F)cc1)CC2,0,-2,-0.3,i,5,i,-2,i,i,i,i
Cc1cc(C)cc(NC(=O)C2CCC(CNC(=O)[C@@H]3Cc4ccccc4CN3)CC2)c1 (stereo partly specified),37,2,-0.6,i,-20,i,-1,i,i,i,i
C/C(=N\NC(=O)Cc1ccc(Br)cc1)c1cccnc1,30,6,25*,i,-10,i,-1,i,i,i,i
CCN(CC)S(=O)(=O)c1ccc(/C(O)=C(\C#N)c2nc3ccccc3n2C)cc1,37,13,-0.2,i,0,i,-11,i,i,i,i
O=C(O)C1C2C=CC(C3CC23)C1C(=O)O (stereo unspecified),21,-1,-0.1,i,-36,i,-3,i,i,i,i
C=CCN1c2ccccc2[C@]23C[C@@H](C(=O)OC)N(C(=O)NC4CCCC4)C2=NC(C(=O)OC)=C(C(=O)OC)[C@H]13,8,4,-0.3,i,.,i,.,i,i,i,i
CCOc1cc(C(=S)N2CCOCC2)ccc1OS(=O)(=O)c1ccc(NC(C)=O)cc1,-18,-3,.,i,0,i,0,i,i,i,i
COc1cccc(CNC(=O)CCn2ccc3cc(S(=O)(=O)N4CCCC4)ccc32)c1,12,-1,-0.5,i,-3,i,4,i,i,i,i
Cc1cc(OCC(=O)NCc2ccccn2)c2c(C)cc(=O)oc2c1,-8,1,-0.2,i,-17,i,-1,i,i,i,i
Cc1cccc(CSC(Nc2ccc(F)cc2)=C(C#N)C#N)c1,32,20,1.2,i,-4,-6.6*,13,i,i,i,-5.2*
CC(C)NC(=O)Cn1nnc(-c2ccc(Cl)cc2)n1,4,1,0.0,i,-29,i,5,i,i,i,i
O=C1CC(c2ccsc2)c2ccc3ccccc3c2N1 (stereo unspecified),-1,11,0.3,i,-9,i,8,i,i,i,i
COc1ccccc1CNC(=O)C1CCN(S(=O)(=O)N2CCCCC2)CC1,18,-10,0.1,i,-16,i,-4,i,i,i,i
Cc1ccc(SCc2nc3ccccc3n2CC(=O)Nc2c(C)cccc2C)cc1,-35,-2,0.1,i,3,i,3,i,i,i,i
CCn1c(CC(=O)Nc2ccc(F)cc2)nnc1SCC(=O)NC1=NCCS1,-1,0,0.4,i,-16,i,-1,i,i,i,i
# Other results follow:
SMILES,aSyn UTR inh,SKKanGAS inh,HIF activator,TRPC4 inh,KLF5 inh,MrgX1 antag,IEC-6 cytotox,TRPC4 potent,TRPC4 agonist,TRPC6 activator,TRPC6 inh
C=CCn1c(SCC(=O)Nc2nc(C)cs2)nnc1C(CO)NC(=O)c1ccccc1 (stereo unspecified),5,-3,-0.1,.,-25,i,-2,.,.,.,.
CCOc1ccc(C(=O)NCC(=O)NC(C)CCc2ccccc2)cc1OCC (stereo unspecified),36,3,0.1,i,-12,i,3,i,i,i,i
O=C(c1ccncc1)N(c1ccc2oc3c(c2c1)CCCC3)S(=O)(=O)c1ccc(F)cc1,-20,24,-0.1,i,-8,i,-2,i,i,i,i
Cc1c(-c2cc(C(=O)O)on2)cnn1C,4,-5,0.0,i,-6,i,4,i,i,i,i
O=[N+]([O-])c1ccc(C2(O)CN(c3ccccc3)C3=[N+]2CCS3)cc1 (stereo unspecified),-21,2,-0.9,-7*,-8,i,-1,i,87*,i,i
COCC(=O)N/N=C\c1ccc(OC/C=C/c2ccccc2)c(OC)c1,19,0,-0.3,i,9,i,1,i,i,i,i
Cc1cc(C)n(-c2nnc3c4ccccc4n(C)c3n2)n1,-69,2,2.1,i,-117,i,5,i,i,i,i
COc1cccc(NC(=O)C2CC(=O)N(C)C(=Nc3cccc(F)c3)S2)c1 (stereo unspecified),30,-4,-0.2,i,-9,i,-4,i,i,i,i
COc1ccc(NC(=O)COC(=O)c2ccc(F)cc2F)cc1,-27,-11,-0.3,i,-26,i,2,i,i,i,i
C/C(=N\Nc1cc(N2CCOCC2)ncn1)c1ccccc1,-79,-9,2.6,i,-153,i,7,i,i,i,i
O=C(c1ccccc1Sc1ccc([N+](=O)[O-])cc1Cl)N1CCOCC1,8,0,-0.5,i,-11,i,-4,i,i,i,i
CCc1ccccc1NC(=O)CCNS(=O)(=O)c1ccc2c(c1)CCC(=O)N2,-10,-4,1.0,i,-23,i,2,i,i,i,i
COC(=O)C1=CN(Cc2ccc(OC)c(OC)c2)C=C(C(=O)OC)C1c1ccc(F)cc1,34,3,-1.7,i,-9,i,-2,i,i,i,i
O=C(CCCOc1ccc(Cl)cc1Cl)N/N=C/c1ccc(Cl)cc1,-9,-5,-0.1,i,0,i,-9,i,i,i,i
Cc1cccc(-n2c(SCC(=O)Nc3cccc(S(=O)(=O)NC4=NCCCCC4)c3)nc3ccccc3c2=O)c1C,43,32,-0.1,i,-6,i,7,i,i,i,i
CC[C@@H](C)C(NC(=O)OC(C)(C)C)c1cn([C@@H](Cc2cc3ccccc3[nH]2)C(=O)N2CCN(C(=O)OC(C)(C)C)CC2)nn1 (stereo partly specified),7,11,-1.0,i,-30,i,10,i,i,i,i
Cc1cc(Oc2ccc(N)cn2)ccc1Cl,-3,4,-0.5,i,-3,i,4,i,i,i,i
CCN(CC)C(=O)C1CCN(S(=O)(=O)c2ccc3oc4ccccc4c3c2)CC1,25,-1,.,i,-8,i,-1,i,i,i,i
Cc1cnn2c(C3CC3)ccnc12,-1,-3,0.7,i,-6,i,-1,i,i,i,i
C=CCOC(=O)C1=C(C)NC(SCC)=C(C#N)C1c1ccc(Cl)cc1 (stereo unspecified),67*,76*,-0.5,i,6,i,14,i,i,i,i
Cc1cc(C)nc(NC(=O)CCC2CCCC2)c1,-32,13,0.7,i,3,i,-4,i,i,i,i
O=C(CCC(=O)N1CCOc2ccccc21)Nc1ccc(F)cc1F,17,-7,0.2,i,-1,i,-10,i,i,i,i
Cc1ccc(S(=O)(=O)N=Nc2c(O)[nH]c3ccccc23)cc1C,-12,-6,-0.3,i,-25,i,-2,i,i,i,i
COc1ccc(F)cc1S(=O)(=O)Nc1ccc2c(c1)OCCO2,-21,-1,-0.1,i,-7,i,-17,i,i,i,i

# Bioassay records as filed in PubChem.
